# bCat KO growth: beta-catenin-lacking colon tumor cell growth suppression. HCT116 beta-catenin knockout viability, CellTiter-Glo, 60 h; hits give low values. viability, % at 10 µM. 1.5% of 140,000 active. AID 818;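 active = viability at or under a set limit, the compound median less 4 SD, cut at about 6% in these data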;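 also: 0% = Hyamine 1622 control at 20 µM and 100% = untreated cell control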
# Yeast life ext: extends the lifespan of yeast; S. cerevisiae growth with nicotinamide, OD615; deaD strain in restrictive glucose medium; inhibition of the nicotinamide effect, % at 10 µM; 0.68% of 130,000 active; AID 775;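 active = inhibition above a set limit, placed 3 SD over the median of all compounds, cut at about 26% in these data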;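 also: 0% = nicotinamide-treated wells and 100% = cells grown without nicotinamide; some compounds called inactive have numbers as strong as hits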
#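 System: Modified budding yeast, DeaD strain | Buffer or medium: Restrictive glucose medium | Also added: 1.5 mM nicotinamide | Doses: 10 µM single point, 0.25% DMSO | Schedule: 48 h compound exposure at 30 °C, humidified | Detection: Absorbance at 615 nm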
# NPY-Y2 antag: blocks the human neuropeptide Y Y2 receptor | AID 793 | NPY-Y2 expressing cells, antagonist mode | inhibition, % at 2.7 µM | 0.99% of 140,000 active; in the data active = inhibition above about 17%;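 also: 0% = vehicle with agonist challenge and 100% = reference antagonist with challenge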
# Target sequence (P49146 whole entry, looked up): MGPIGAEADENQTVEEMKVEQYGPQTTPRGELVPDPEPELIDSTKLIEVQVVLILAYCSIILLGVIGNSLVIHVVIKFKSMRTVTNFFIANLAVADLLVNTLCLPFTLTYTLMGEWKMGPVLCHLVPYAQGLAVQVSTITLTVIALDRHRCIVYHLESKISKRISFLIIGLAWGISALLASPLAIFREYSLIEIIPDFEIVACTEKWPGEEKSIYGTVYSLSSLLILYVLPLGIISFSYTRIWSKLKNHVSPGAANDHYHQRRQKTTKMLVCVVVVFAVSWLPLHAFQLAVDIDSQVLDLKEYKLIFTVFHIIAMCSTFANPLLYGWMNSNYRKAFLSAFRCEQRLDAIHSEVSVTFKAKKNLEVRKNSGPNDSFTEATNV
# Measles CPE: protection of cells from measles virus; Measles virus-infected cells, CPE protection, absorbance; protection (pct of control), % at 4 µM; 1.5% of 140,000 active; AID 841; in the data active = protection mostly above about 24%, no sharp cut-off; inactive = mostly below about 26%; also: some compounds called inactive have numbers as strong as hits
# BB579 growth dn: yeast BB579 growth reduction in restrictive medium | S. cerevisiae BB579 growth, OD615, 48 h | inhibition, % at 10 µM | 0.51% of 140,000 active;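 active = inhibition above a set limit, 3 SD over the mean compound inhibition, cut at about 44% in these data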; also: inactives centre near -24
#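 Detection: OD615 turbidity measurement; Material: Saccharomyces cerevisiae DeaD strain BB579, replicative lifespan model yeast; Timing: 48 h exposure, 30 °C; Doses: single 10 µM dose; Medium: CSMM-D restrictive synthetic medium containing dextrose (glucose); Controls: amphotericin B at 10 µg/mL as positive control.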
# E-sel TNF inh: blocks E-selectin expression induced by TNF alpha; HUVEC TNFa-induced E-selectin immunofluorescence, high content; inhibition, % at 2 µM; 0.71% of 120,000 active;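 active = inhibition above the batch mean plus 3 SD, and confirmed as a hit on visual image review, cut at about 43% in these data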;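 also: 0% = TNF-stimulated DMSO wells and 100% = unstimulated control wells; not every result past the cut was called active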
# MRP1 act: MRP-1 activation | H69AR cells + doxorubicin, viability rescue, CellTiter-Glo | 0.61% of 140,000 active | viability increase, % at 10 µM;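 active = viability gain under doxorubicin at or above a set limit, the compound median plus 3 SD, cut at about 4.7% in these data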;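 also: MRP-1 overexpressing cells given doxorubicin 25 µM after compound pretreatment; 18-22 h compound pretreatment then 72 h with doxorubicin before readout; 0% = doxorubicin-only wells and 100% = vehicle-treated cells without doxorubicin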
# Phagocytosis inh: inhibitors of macrophage phagocytosis | inhibition, % at 5 µM | J774A.1 macrophage IgG-bead phagocytosis, imaging | 0.07% of 110,000 active | AID 1029;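 active = inhibition above the mean of the plate negative controls plus 5 SD, cut at about 13% in these data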;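 also: phagocytic index as fraction of beads internalized from green versus red external bead signal; plate controls were DMSO negative control for no effect and cytochalasin-D positive control for full effect; some results beyond the cut were filed as inactive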
# HCT116 PTEN-null: PTEN-deleted cell growth suppression; AID 827; viability, % at 10 µM; HCT116 PTEN-null viability, CellTiter-Glo, 60 h; hits give low values; 1.2% of 140,000 active;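 active = viability at or below a set limit, 4 SD under the median of all tested compounds, cut at about 3.7% in these data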;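 also: PTEN knockout HCT116 line with beta catenin targeted HCT116 as companion control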
# GALR2 blocker: blocks the human galanin receptor 2 | AID 828 | 0.39% of 140,000 active | GALR2-expressing cells, antagonist mode | inhibition, % at 4 µM; in the data active = inhibition above about 27%;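 also: cells stimulated with galanin 1-16 at roughly its EC80; 0% = agonist challenge control and 100% = basal control without agonist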
# Target sequence (O43603 whole entry, looked up): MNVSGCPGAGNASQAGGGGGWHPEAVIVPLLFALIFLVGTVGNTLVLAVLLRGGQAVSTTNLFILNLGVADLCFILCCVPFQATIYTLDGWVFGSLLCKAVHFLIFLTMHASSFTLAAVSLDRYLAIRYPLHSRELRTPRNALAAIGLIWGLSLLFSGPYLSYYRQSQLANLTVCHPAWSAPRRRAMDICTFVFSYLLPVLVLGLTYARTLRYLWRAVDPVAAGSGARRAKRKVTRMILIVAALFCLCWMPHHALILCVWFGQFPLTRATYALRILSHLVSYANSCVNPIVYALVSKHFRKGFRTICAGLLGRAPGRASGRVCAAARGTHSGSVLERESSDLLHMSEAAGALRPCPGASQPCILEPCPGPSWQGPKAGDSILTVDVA
# Starred values were filed as active, the others as inactive; . = not tested or not shown. Not a hit list; any-hit rate near 6.1%.
no.	molecule	Phagocytosis inh	Measles CPE	E-sel TNF inh	GALR2 blocker	BB579 growth dn
1	O=P(O)(CCc1ccccc1)C(O)c1ccccc1 (centres undefined)	.	5	0	4	-25
2	COc1cc(NC(=O)c2ccc3c(c2)OCO3)c2ncccc2c1	.	4	5	6	-4
3	Cc1cc(=O)[nH]c(N/N=C/C2=C(N3CCOCC3)C(=C\c3ccc(Cl)cc3)/CC2)n1	-2	6	.	-8	-40
4	O=C(OC(c1ccccc1)c1nccc2ccccc12)c1cccc([N+](=O)[O-])c1 (centres undefined)	-10	5	.	-17	-16
5	O=C(NNC(=O)c1ccc2ccccc2c1O)c1ccccc1Cl	0	12	-52	0	8
6	CCCn1c(NCc2ccc(N(C)C)cc2)nc2ccccc21	0	10	13	-4	-4
7	CC[C@H](C)C(=O)O[C@H]1C[C@@H](C)C=C2C=C[C@H](C)[C@H](CC[C@@H]3C[C@@H](O)CC(=O)O3)[C@H]21	.	16	-16	-16	18
8	Nc1cc(N)nc(SCC(=O)N2CCN(C(=O)c3ccco3)CC2)n1	0	20	-18	-16	-20
9	Cc1cc(C)c(OCC(=O)Nc2cccc(O)c2)cc1C	-1	5	-10	3	-35
10	Cc1ccc(S(=O)(=O)Nc2c(C)nn(C)c2C)cc1	-1	3	10	3	0
11	CC(=O)Nc1cccc(OC(=O)c2ccoc2C)c1	-1	11	-2	0	-13
12	Cc1ccc(NC(=O)c2ccc(NCc3ccco3)c([N+](=O)[O-])c2)cc1Cl	-8	11	-8	15	-19
13	CC1=Nc2ccccc2NC(=O)C1Sc1nnc(C)s1 (centres undefined)	.	6	-24	13	-35
14	C=CCc1ccc(OCCCCN2CC(C)OC(C)C2)c(OC)c1 (centres undefined)	.	5	23	1	5
15	C=CCC(C=C)S(=O)(=O)c1ccc(C)cc1 (centres undefined)	0	3	2	-26	-75

no.	NPY-Y2 antag	MRP1 act	Yeast life ext	bCat KO growth	HCT116 PTEN-null
1	6	-2.0	-16	97	92
2	6	-0.2	-8	72	62
3	1	-3.6	-2	73	69
4	10	-1.9	0	69	70
5	2	0.1	-1	90	93
6	7	-1.2	-5	46	60
7	0	-2.3	-2	94	96
8	0	-1.4	6	95	110
9	5	0.8	-12	94	111
10	1	1.2	-12	66	85
11	2	-1.4	-18	91	88
12	-4	-0.4	-1	85	88
13	-1	-0.5	-6	95	99
14	4	-2.5	-8	76	89
15	1	-0.3	1	109	109

# Additional entries follow:
no.	molecule	Phagocytosis inh	Measles CPE	E-sel TNF inh	GALR2 blocker	BB579 growth dn
16	CCCN1/C(=C2/SC(=S)N(CC)C2=O)C=Cc2ccccc21	1	-1	3	1	-49
17	COC(=O)CC1SC(=O)NC1=Nc1ccc(C)cc1 (centres undefined)	.	12	3	6	-21
18	CCOC(=O)Nc1nc(-c2ccccc2)c(C(=O)c2ccc(Cl)cc2)s1	0	31	37	5	-19
19	Cc1onc(-c2ccccc2)c1C(=O)NCc1cccs1	.	20	10	1	-17
20	CCCCn1c(CNC(=O)CCC)nc2ccccc21	0	33	.	6	0
21	O=C(O)CSCCC(=O)Nc1ccc(F)cc1	-3	10	-24	3	-18
22	CC(C)OC(=O)CSc1nnc(-c2ccc(Cl)cc2)n1N	0	8	.	2	-29
23	COc1ccc2nc(N=Nc3ccc(N(C)C)cc3)sc2c1	.	25	5	-2	-35
24	CCc1cccc(CC)c1NC(=S)NC(C)c1ccccc1 (centres undefined)	-6	6	-1	2	11
25	CC1CN(C(=O)c2ccc(N3CCCCC3)c([N+](=O)[O-])c2)CC(C)O1 (centres undefined)	-5	4	.	-1	-49
26	COc1ccc(C2=C(SC)CC2=NC(C)(C)C)cc1	-2	5	11	-3	-23
27	CCOc1ccc(C2=Nn3c(nnc3-c3ccccc3OC)SC2)cc1	.	4	29	33*	-53
28	CC1(C)C(=O)OC(C(=O)c2ccc(C(C)(C)C)cc2)C(C)(C)C1=O (centres undefined)	.	17	5	-28	-31
29	Cc1cccc2cc(-c3ccccc3)c(-c3ccccc3)c[n+]12	2	4	.	0	-7
30	Cc1ccc(-n2nnnc2SC(C)C(=O)NCC(=O)Nc2ccc(F)c(F)c2F)c(C)c1 (centres undefined)	-11	10	.	14	-5

no.	NPY-Y2 antag	MRP1 act	Yeast life ext	bCat KO growth	HCT116 PTEN-null
16	-4	-1.2	-15	79	79
17	3	-1.0	-10	88	97
18	20*	-4.5	0	13	15
19	1	-4.2	-9	104	111
20	0	-2.3	-1	90	84
21	-1	-1.6	1	94	91
22	1	-1.0	-6	108	104
23	-5	-2.0	2	79	80
24	3	-3.4	0	35	38
25	2	1.9	12	103	99
26	0	-3.2	-6	96	97
27	6	-4.5	-8	15	14
28	2	-2.2	10	89	96
29	4	-1.3	8	12	12
30	1	-1.4	-1	77	74

# From compound 26 up to 30, as listed above:
no.	molecule	Phagocytosis inh	Measles CPE	E-sel TNF inh	GALR2 blocker	BB579 growth dn
26	COc1ccc(C2=C(SC)CC2=NC(C)(C)C)cc1	-2	5	11	-3	-23
27	CCOc1ccc(C2=Nn3c(nnc3-c3ccccc3OC)SC2)cc1	.	4	29	33*	-53
28	CC1(C)C(=O)OC(C(=O)c2ccc(C(C)(C)C)cc2)C(C)(C)C1=O (centres undefined)	.	17	5	-28	-31
29	Cc1cccc2cc(-c3ccccc3)c(-c3ccccc3)c[n+]12	2	4	.	0	-7
30	Cc1ccc(-n2nnnc2SC(C)C(=O)NCC(=O)Nc2ccc(F)c(F)c2F)c(C)c1 (centres undefined)	-11	10	.	14	-5

no.	NPY-Y2 antag	MRP1 act	Yeast life ext	bCat KO growth	HCT116 PTEN-null
26	0	-3.2	-6	96	97
27	6	-4.5	-8	15	14
28	2	-2.2	10	89	96
29	4	-1.3	8	12	12
30	1	-1.4	-1	77	74

# Remaining list, next part.
no.	molecule	Phagocytosis inh	Measles CPE	E-sel TNF inh	GALR2 blocker	BB579 growth dn
31	c1ccc(COCCN2CCN(CCOCc3ccccc3)CC2)cc1	-1	8	13	5	-41
32	N=C1C(=O)OCC1c1cc(Cl)ccc1NC(=O)Nc1ccccc1 (centres undefined)	.	11	-6	-10	-40
33	OCCNC1=NCCN1	.	26	.	4	-35
34	COc1ccc(NS(=O)(=O)c2cc(NC(=O)/C=C/c3cc(OC)c(OC)c(OC)c3)ccc2N2CCCCC2)cc1	-1	14	-20	6	-24
35	COc1cccc(NC(=O)N2CCC(C(N)=O)(N3CCCCC3)CC2)c1	.	5	-18	-4	-42
36	COc1ccccc1NC(=O)c1cc2ccccc2o/c1=N\O	0	23	.	.	-5
37	CC(=O)c1ccc(N2CCN(C(=O)c3ccc(NC(=O)C4CCCO4)cc3)CC2)cc1 (centres undefined)	0	10	-32	18	-7
38	COCc1nc(-c2cc(Br)ccc2OC)no1	-1	5	2	19	-40
39	CCNc1nc(NCc2ccccc2)nc(SCC(=O)Nc2ccccc2)n1	-4	13	2	2	6
40	O=C(CSc1nnc(-c2ccncc2)n1CC1CCCO1)Nc1nccs1 (centres undefined)	.	6	2	-5	14
41	CCOc1ccccc1OCCCC(=O)Nc1ccc(OC)nc1	3	9	-13	5	-15
42	COc1cc(NC(=O)c2ccco2)c(OC)cc1NC(=O)CSc1nnc(-c2cccs2)n1C	0	9	-2	-8	6
43	Cc1cc(OCC(=O)NCC(C)C)cc(C)c1Br	1	8	12	-4	-19
44	Cc1cccc(N2CCN(c3nc4ccc(Cl)cc4n4cnnc34)CC2)c1C	.	6	-39	5	-30
45	Nc1cc(=O)nc(SCC(=O)NC2CCCCC2)n1-c1ccccc1	0	11	23	-4	-46

no.	NPY-Y2 antag	MRP1 act	Yeast life ext	bCat KO growth	HCT116 PTEN-null
31	6	0.6	-1	98	93
32	0	-4.9	.	99	97
33	1	-1.3	-17	89	87
34	0	-1.9	7	90	96
35	2	0.7	-5	96	94
36	.	-5.6	-4	4.5*	2.7*
37	-1	-0.3	-11	96	92
38	1	0.4	-15	93	95
39	5	0.5	-4	87	79
40	1	-2.0	.	87	88
41	1	-0.7	-22	102	91
42	4	-1.8	-23	102	111
43	7	1.9	-14	101	104
44	3	-4.7	4	0.8*	1.0*
45	3	-2.1	-11	98	87

# Profiles, quoted from the list:
# `Cc1cc(OCC(=O)NCC(C)C)cc(C)c1Br` as listed: Phagocytosis inh: 1; Measles CPE: 8; E-sel TNF inh: 12; GALR2 blocker: -4; BB579 growth dn: -19; NPY-Y2 antag: 7; MRP1 act: 1.9; Yeast life ext: -14; bCat KO growth: 101; HCT116 PTEN-null: 104
# `OCCNC1=NCCN1` as listed: Phagocytosis inh: .; Measles CPE: 26; E-sel TNF inh: .; GALR2 blocker: 4; BB579 growth dn: -35; NPY-Y2 antag: 1; MRP1 act: -1.3; Yeast life ext: -17; bCat KO growth: 89; HCT116 PTEN-null: 87
# `Cc1cccc(N2CCN(c3nc4ccc(Cl)cc4n4cnnc34)CC2)c1C` as listed: Phagocytosis inh: .; Measles CPE: 6; E-sel TNF inh: -39; GALR2 blocker: 5; BB579 growth dn: -30; NPY-Y2 antag: 3; MRP1 act: -4.7; Yeast life ext: 4; bCat KO growth: 0.8*; HCT116 PTEN-null: 1.0*

# (list continues)
no.	molecule	Phagocytosis inh	Measles CPE	E-sel TNF inh	GALR2 blocker	BB579 growth dn
46	CN(C)S(=O)(=O)c1cccc(NC(=O)c2ccc(N3CCOCC3)c([N+](=O)[O-])c2)c1	1	5	.	-13	-18
47	COCCN(Cc1cc2cc3c(cc2nc1Cl)OCO3)C(=O)Nc1ccc(OC)cc1	.	12	.	1	-25
48	Cc1ccc(S(=O)(=O)N2CCC(C(=O)N[C@@H](C)C(=O)NCc3ccco3)CC2)cc1	-3	11	0	-3	-58
49	COc1ccc(C2CC(C(F)(F)F)n3nc(C(=O)NCCCn4ccnc4)cc3N2)cc1OC (centres undefined)	0	3	4	-5	-20
50	Cc1ccc(S(=O)(=O)Nc2ccccc2C(N)=O)cc1	0	22	25	9	-21
51	Cc1cc(C)c(S(=O)(=O)N2CCN(c3ccc([N+](=O)[O-])c(NCC4CCCO4)c3)CC2)c(C)c1 (centres undefined)	1	2	-21	5	-21
52	COc1ccc(NS(=O)(=O)c2ccc(Br)s2)cc1OC	2	4	-1	11	-26
53	COc1ccc2cc(-c3cc(C(=O)O)c4ccccc4n3)ccc2c1	.	18	49	14	37
54	CCOC(=O)N1CCC(NC(=O)CN(C)S(=O)(=O)c2cc3c(cc2Cl)NC(=O)CO3)CC1	-1	43	-10	4	-9
55	CCC(C)C(NC(=O)OC(C)(C)C)C(=O)NC(CC(C)C)C(N)=O (centres undefined)	1	10	-7	11	-58

no.	NPY-Y2 antag	MRP1 act	Yeast life ext	bCat KO growth	HCT116 PTEN-null
46	3	-0.1	5	57	57
47	4	-3.8	1	89	95
48	2	-2.1	4	96	102
49	-1	-0.5	-5	89	95
50	-2	-1.8	-5	95	84
51	2	-0.1	-2	72	76
52	0	-2.5	-20	87	73
53	2	6.5*	-13	82	71
54	2	-0.9	-11	79	89
55	0	-0.3	-2	104	105

# Bioassay records as filed in PubChem BioAssay.
